IL1B secr inh: blocks inflammasome-driven IL-1 beta release; THP-1 LPS/ATP IL-1B secretion, AlphaLISA, 16 h; stronger effect = lower value; activity change, % at 57.5 µM; 360,000 tested, 4.7% active; AID 743279; in the data active = activity change below about -50%; inconclusive = mostly about -30% to -49%; note: % is set by controls: 0 for no effect and ±100 for the full control effect
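Secreted IL-1B measured by AlphaLISA bead assay after 16 h compound exposure of THP-1 cells; compounds (final up to 57.5 uM) added 1 h before LPS (250 ng/mL) and ATP (1.25 mM) stimulation; lower signal means less secretion.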
HT1080NT lethal: kills 2HG-producing HT-1080-NT fibrosarcoma cells; HT-1080-NT fibrosarcoma viability, CellTiter-Glo ATP luminescence, 48 h; 360,000 tested, 1.6% active; Potency, µM (top dose mostly 46.1 µM), inactives show at the top dose activity, negative = less viability, usual class: cytotoxic;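 note: NT is the 2HG producing partner of a matched IDH1 knockdown line; potency is the fitted concentration of half-maximal effect; 0% = DMSO-treated cells and -100% = media-only wells without cells; nearly all actives have a fitted effect of over 55% in size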
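Fibrosarcoma NT cells, 750 per well in 5% FBS RPMI, were exposed to compound for 48 hours. Viability: CellTiter-Glo luminescence.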
HepG2 viability: HepG2 cytotoxicity, counter-screen for TGF-b inhibitors; 410,000 tested, 0.76% active; HepG2 CAGA-GFP viability, ATP luminescence, 18 h; Potency, µM (highest dose often 46.1 µM), for the others: top-dose activity change, negative = cytotoxicity, actives largely listed as cytotoxic; note: potency is the fitted concentration of half-maximal effect; some results filed as inactive show a strong effect at the top dose
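CellTiter-Glo luminescence gave cytotoxicity after 18 hours at 37 degrees C. The cells were HepG2 CAGA-GFP in 1% FBS DMEM, stimulated with 500 pg/mL TGF-beta after compound addition. %Activity was normalised to no-cell wells (complete cell-killing) and DMSO (no toxicity), and curves were fitted and classified.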
ATXN2 expr inh: reduces ATXN2 reporter expression in HEK-293 cells | Potency, µM (highest dose often 57 µM), inactives show top-dose activity change, negative = inhibition, most hits filed as inhibitors | 360,000 tested, 0.72% active | HEK-293 ATXN2-luciferase reporter, luminescence, 24 h; note: potency is the fitted concentration of half-maximal effect; % is set by controls: 0 for no effect and ±100 for the full control effect; nearly all actives have a fitted effect of over 55% in size
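qHTS (up to 57 uM final) was run with 24 h compound exposure of reporter cells at 37 °C. Each well was multiplexed: SteadyGlo luminescence measured ATXN2-luciferase expression after a fluorogenic Gly-Phe-AFC viability readout (25 uM final).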
MCF10A rerep: DNA re-replication induction in MCF 10a cells. MCF 10A DNA re-replication, Hoechst nuclear intensity, 48 h. Potency, µM (highest dose often 46.1 µM), for the others: at the highest dose activity, positive = re-replication, actives largely listed as activators. 350,000 tested, 2.9% active; note: potency is the fitted concentration of half-maximal effect; % of control where 0% means no effect; nearly all actives have a fitted effect of over 50% in size
HT1080 IDH1KD tx: kills HT-1080 cells with IDH1 knockdown; 360,000 tested, 2% active; AID 686971; Potency, µM (titrated, usually from 46.1 µM), without a hit: at the top dose activity, negative = toxicity, actives largely listed as cytotoxic; HT-1080 IDH1 knockdown viability, ATP luminescence, 48 h;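 note: potency is the fitted concentration of half-maximal effect; 0% = DMSO wells and -100% = cell-free medium wells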
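Viability of IDH1-knockdown HT-1080 fibrosarcoma cells was assessed by CellTiter-Glo after 48 h at 37 °C with titrated compound; concentration-effect curves were classified by fit quality and response size.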
S2 tox: viability counter-screen for ATXN expression inhibitors; Potency, µM (titrated, usually from 56.7 µM), usual class: cytotoxic; S2 cells (HEK-293 line with an ATXN2-luciferase reporter) viability, CellTiter-Fluor protease fluorescence, 24 h; 400,000 tested, 0.49% active; AID 651635; note: potency is the fitted concentration of half-maximal effect; nearly all actives have a fitted effect of over 40% in size
KB-3-1 cytotox: KB-3-1 parental cell cytotoxicity. KB-3-1 viability, CellTiter-Glo ATP luminescence, 72 h. Potency, µM (highest dose often 46.1 µM), for inactives: at the top dose activity change, negative = cytotoxic, actives largely listed as cytotoxic. AID 1347075. 400,000 tested, 1.4% active; note: potency is the fitted concentration of half-maximal effect; % is set by controls: 0 for no effect and ±100 for the full control effect; nearly all actives have a fitted effect of over 60% in size
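Screening of KB-3-1 cells (DMEM, 10% FBS, phenol-red free) ran from lowest to highest compound concentration; after 72 h at 37 °C viability was read luminescently and curves fitted.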
SW480 rerep: inducers of DNA re-replication in SW480 colon cancer cells; Potency, µM (series often up to 46.1 µM), for the others: at the top dose re-replication activation, usual class: activators; AID 624297; SW480 DNA re-replication, Hoechst DNA content imaging, 48 h; 340,000 tested, 1.8% active; note: potency is the fitted concentration of half-maximal effect; % of control where 0% means no effect; nearly all actives have a fitted effect of over 55% in size
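Readout is total intensity of Hoechst-stained nuclei, excited at 405 nm and collected at 500-530 nm. Compound treatment lasted 48 hr at 37 C in 5% CO2 before staining.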
The depositor's hits bear a star; [ ] = another dose, or the depositor's remark. Unless noted, calls come from the whole dose curve; as a rule, active = well fitted curve in the direction sought with a large enough effect; inconclusive = small, poorly fitted or top-dose-only effect, or another doubt; inactive = no such curve, though single readings can be large; an effect the other way counts as inactive or inconclusive.

The opening 2 entries, ahead of the listing:
For Cc1ccc(C(=O)NC2CCCCNC2=O)cc1 (stereo not given) the results were IL1B secr inh inconclusive, HT1080NT lethal 1%, HepG2 viability 0%, MCF10A rerep 0%, HT1080 IDH1KD tx -5%, S2 tox inactive, KB-3-1 cytotox -4% and SW480 rerep inconclusive.
CC(C)CCNC(=S)Nc1ccccc1F was read as IL1B secr inh -13, HT1080NT lethal 11%, HepG2 viability -26%, ATXN2 expr inh 0%, MCF10A rerep 1%, HT1080 IDH1KD tx 23%, S2 tox inactive, KB-3-1 cytotox 0% and SW480 rerep -4%.

This part in full (from the top)
For Cc1ccc(C(=O)NC2CCCCNC2=O)cc1 (stereo not given) the results were IL1B secr inh inconclusive, HT1080NT lethal 1%, HepG2 viability 0%, MCF10A rerep 0%, HT1080 IDH1KD tx -5%, S2 tox inactive, KB-3-1 cytotox -4% and SW480 rerep inconclusive.
CC(C)CCNC(=S)Nc1ccccc1F was read as IL1B secr inh -13, HT1080NT lethal 11%, HepG2 viability -26%, ATXN2 expr inh 0%, MCF10A rerep 1%, HT1080 IDH1KD tx 23%, S2 tox inactive, KB-3-1 cytotox 0% and SW480 rerep -4%.
For CCCS(=O)(=O)N1CCc2ccc(NC(=O)C3CCCO3)cc2C1 (stereo not given) the results were IL1B secr inh 4, HT1080NT lethal 4%, HepG2 viability 12%, ATXN2 expr inh 6%, MCF10A rerep 10%, HT1080 IDH1KD tx 10%, S2 tox inactive and SW480 rerep -6%.
Cc1ccc(OCC(=O)NNC(=O)CCC(=O)Nc2ccc(C)cc2C)cc1 was read as IL1B secr inh 3, HT1080NT lethal 15%, HepG2 viability -19%, ATXN2 expr inh -13%, MCF10A rerep -2%, HT1080 IDH1KD tx 24%, S2 tox inactive, KB-3-1 cytotox 4% and SW480 rerep -3%.
Screening O=C(O)CCCNC(=O)Cc1ccccc1 returned IL1B secr inh 8, HT1080NT lethal 12%, HepG2 viability -23%, ATXN2 expr inh 2%, MCF10A rerep 0%, HT1080 IDH1KD tx 11%, S2 tox inactive, KB-3-1 cytotox 3% and SW480 rerep -3%.
COc1ccccc1-c1noc(-c2ccc(NCCc3ccccc3)c([N+](=O)[O-])c2)n1 was read as HepG2 viability -5%, ATXN2 expr inh 16%, S2 tox inactive and KB-3-1 cytotox 12%.
For CCCC1C(=O)Nc2ccccc2N1C(=O)c1ccc(C(C)(C)C)cc1 (stereo not given) the results were IL1B secr inh -82*, HT1080NT lethal 9.2µM*, HepG2 viability -89%, ATXN2 expr inh -14%, MCF10A rerep 26µM*, HT1080 IDH1KD tx inconclusive, S2 tox inactive, KB-3-1 cytotox -20% and SW480 rerep inconclusive.
COc1cccc(NC(=O)C(NCCC(C)C)c2ccccc2)c1 (stereo not given) was read as IL1B secr inh 8, HT1080NT lethal -2%, HepG2 viability -31%, ATXN2 expr inh -7%, MCF10A rerep 10%, HT1080 IDH1KD tx -9%, S2 tox inactive, KB-3-1 cytotox 13% and SW480 rerep 1%.
`N#Cc1nc(-c2ccc(OCc3ccccc3)cc2)oc1NCc1ccco1` gave IL1B secr inh -7, HT1080NT lethal -3%, HepG2 viability -8%, ATXN2 expr inh 0%, MCF10A rerep inconclusive, HT1080 IDH1KD tx -12%, S2 tox inactive, KB-3-1 cytotox -29% and SW480 rerep -2%.
For CC1=NNC(=O)C1CC(=O)N/N=C/C=C/c1ccccc1 (stereo not given) the results were IL1B secr inh -5, HT1080NT lethal inconclusive, HepG2 viability -28%, ATXN2 expr inh 16%, MCF10A rerep 2%, HT1080 IDH1KD tx 3%, S2 tox inactive, KB-3-1 cytotox -3% and SW480 rerep -10%.
Screening O=C(Nc1ccc(-c2csc(Nc3ccc(Cl)cc3)n2)cc1)c1cc([N+](=O)[O-])cc(C(F)(F)F)c1 returned IL1B secr inh 27, HT1080NT lethal 3%, HepG2 viability 10%, ATXN2 expr inh 4%, MCF10A rerep 24%, HT1080 IDH1KD tx 12%, S2 tox inactive, KB-3-1 cytotox inconclusive and SW480 rerep -4%.
CCOC(=O)CN(Cc1ccccc1)S(=O)(=O)c1ccc(NC(C)=O)cc1 was read as IL1B secr inh 32, HT1080NT lethal 1%, HepG2 viability 4%, ATXN2 expr inh -3%, MCF10A rerep -4%, HT1080 IDH1KD tx inconclusive, S2 tox inactive, KB-3-1 cytotox 0% and SW480 rerep -9%.
For CC(C)C[C@H](NC(=O)c1cc2cc(Cl)ccc2n1C)C(=O)N1CCC(C(=O)O)CC1 the results were IL1B secr inh 12, HT1080NT lethal 1%, HepG2 viability -10%, ATXN2 expr inh -8%, MCF10A rerep 7%, HT1080 IDH1KD tx 2%, S2 tox inactive, KB-3-1 cytotox -4% and SW480 rerep -2%.
`CCCNC(=O)c1cc(C2CCCCN2C(=O)OCC(C)C)on1` (stereo not given) gave IL1B secr inh 9, HT1080NT lethal -1%, HepG2 viability -1%, ATXN2 expr inh 0%, HT1080 IDH1KD tx 16%, S2 tox inactive and KB-3-1 cytotox -10%.
Screening NC(=O)C1CCN(c2oc(-c3ccccc3F)nc2S(=O)(=O)c2ccc(Cl)cc2)CC1 returned IL1B secr inh 15, HT1080NT lethal 9%, HepG2 viability -1%, ATXN2 expr inh 1%, MCF10A rerep 6%, HT1080 IDH1KD tx 0%[9.24 µM], S2 tox inconclusive, KB-3-1 cytotox 23% and SW480 rerep -5%.
Screening CCOC(=O)Cn1c(=O)c2c(nc(N3CCCCC3)n2C)n(C)c1=O returned IL1B secr inh -8, HT1080NT lethal 5%, HepG2 viability -4%, ATXN2 expr inh 7%, MCF10A rerep inconclusive, HT1080 IDH1KD tx 5%, S2 tox inactive, KB-3-1 cytotox 0% and SW480 rerep -3%[9.22 µM].
Screening O=C(CCc1ccccc1)NC(=S)Nc1cc(C(F)(F)F)ccc1N1CCOCC1 returned IL1B secr inh -22, HT1080NT lethal inconclusive, HepG2 viability -29%, ATXN2 expr inh -37%, MCF10A rerep 26%, HT1080 IDH1KD tx inconclusive, S2 tox inactive, KB-3-1 cytotox inconclusive and SW480 rerep inconclusive.
For O=C(Cc1cccc(C(F)(F)F)c1)OCC(=O)N1CCN(S(=O)(=O)c2ccc(Cl)cc2)CC1 the results were IL1B secr inh -7, HT1080NT lethal inconclusive, HepG2 viability 11%, ATXN2 expr inh 22%, MCF10A rerep 1%, HT1080 IDH1KD tx 10%, S2 tox inactive, KB-3-1 cytotox -3% and SW480 rerep -499%[inhibitor].
CCc1c(C)nc2c(C)cccc2c1SCCC#N was read as IL1B secr inh 30, HT1080NT lethal 0%, HepG2 viability -6%, ATXN2 expr inh 9%, MCF10A rerep 13%, HT1080 IDH1KD tx -7%, S2 tox inactive, KB-3-1 cytotox 1% and SW480 rerep -5%.
For COc1cccc2c1NC(C(=O)O)C1CC=CC21 (stereo not given) the results were IL1B secr inh 17, HT1080NT lethal -4%, HepG2 viability 8%, ATXN2 expr inh 7%, MCF10A rerep -1%, HT1080 IDH1KD tx -15%, S2 tox inactive, KB-3-1 cytotox 3% and SW480 rerep -1%.
CCOC(=O)CC1(C)NC(=O)c2c(C)sc(C(=O)OCC)c2N1 (stereo not given) was read as IL1B secr inh 32, HT1080NT lethal 0%, HepG2 viability 10%, ATXN2 expr inh 9%, MCF10A rerep 2%, HT1080 IDH1KD tx -1%, S2 tox inactive, KB-3-1 cytotox 1% and SW480 rerep -2%.
Screening CCCCN(CCCC)C(=O)C1CC=CCC1C(=O)O (stereo not given) returned IL1B secr inh 20, HT1080NT lethal 4%, HepG2 viability 4%, ATXN2 expr inh -39%, MCF10A rerep -4%, HT1080 IDH1KD tx 7%, S2 tox inactive, KB-3-1 cytotox -1% and SW480 rerep -6%.
O=C(c1cccc(S(=O)(=O)Nc2ccccc2Cl)c1)N1CCC1 was read as IL1B secr inh 7, HT1080NT lethal 1%, HepG2 viability 54%, ATXN2 expr inh 0%, MCF10A rerep 0%, HT1080 IDH1KD tx 0%, S2 tox inactive, KB-3-1 cytotox -15% and SW480 rerep -2%.
O[C@@H]1CN(CC2CCCCC2)[C@@H](c2ccc(Cl)cc2)C[C@H]1n1cc(-c2ccc(F)cc2)nn1 was read as IL1B secr inh 1, HT1080NT lethal 3%, HepG2 viability 10%, ATXN2 expr inh 13%, HT1080 IDH1KD tx 3%, S2 tox inactive and KB-3-1 cytotox -29%.
Screening Nn1c(SCC(=O)Nc2ccccc2C(F)(F)F)nncc1=O returned IL1B secr inh 4, HT1080NT lethal 1%, HepG2 viability 3%, ATXN2 expr inh 2%, MCF10A rerep 0%, HT1080 IDH1KD tx 9%, S2 tox inactive, KB-3-1 cytotox -8% and SW480 rerep -7%.
For N#Cc1c(NC(=O)CSc2nc(N)cc(=O)[nH]2)sc2c1CCCCCC2 the results were IL1B secr inh 8, HT1080NT lethal -8%, HepG2 viability -28%, ATXN2 expr inh -32%, MCF10A rerep 26%, HT1080 IDH1KD tx -5%, S2 tox inactive, KB-3-1 cytotox inconclusive and SW480 rerep -4%.
For CC(OC(=O)CCC(=O)c1cccs1)C(=O)NC1CCCCC1C (stereo not given) the results were IL1B secr inh -24, HT1080NT lethal -4%, HepG2 viability -20%, ATXN2 expr inh 10%, MCF10A rerep 2%, HT1080 IDH1KD tx -1%, S2 tox inactive, KB-3-1 cytotox 12% and SW480 rerep inconclusive.
Screening O=c1c2ccccc2oc2c1oc1ccccc12 returned IL1B secr inh -7, HT1080NT lethal 3%, HepG2 viability -29%, ATXN2 expr inh 28%, MCF10A rerep -10%, HT1080 IDH1KD tx 1%, S2 tox inactive, KB-3-1 cytotox 0% and SW480 rerep -6%.

Screening results (PubChem BioAssay)
